TAG inh = reduces triacylglycerol accumulation in H9c2 cells. Nile Red lipid (TAG) fluorescence; cells loaded with 200 µM oleic acid. inhibition, % at 12.5 µM. hit rate 0.66% among 230,000. AID 651582;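 active = pattern-corrected inhibition of lipid staining of at least 50% with the nuclear-stain viability signal not falling by more than 50%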;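 also: 0% = DMSO wells and 100% = triacsin C control wells; some results filed as inactive read as strong as hits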
TAG inh DAPI viability = second read-out of TAG inh, no call of its own (marks repeat the call); DAPI nuclei signal change (viability), lower = more cytotoxic, %;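 whole-well DAPI fluorescence read on a plate reader as a viability signal; minus 50 percent equals half of cells still viable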
An asterisk follows results filed as active. An excerpt. The share of hits here may be higher or lower than overall.

Value order: TAG inh	TAG inh DAPI viability
Cc1cc(C)n(C(=O)CNC(=O)/C=C/c2ccccc2)n1
 : -4	13
COC(=O)c1ccc(C(=O)N2CCCCCC2(C)C(=O)NC(C)C)cc1 (stereo not given)
 : -8	19
COCCCNC(=O)Cn1cnc2c(OCc3ccccc3)ncnc21
 : 0	-3
CC(=O)c1ccc(N2CCN(C(=O)C3CCN(S(=O)(=O)c4ccc(F)cc4)CC3)CC2)cc1
 : -9	1
Cc1ccccc1OCCC(=O)OCC(=O)NC1CCCC1
 : -9	2
COC(=O)CCCC1=CC2=C(c3ccccc3)C(=O)C(C)(OC(=O)C3CCCC3)C(=O)C2=CN1C1CC1 (stereo not given)
 : -4	-8
CC(=O)c1ccc(OC(=O)C2CSC3(C)CCC(=O)N23)cc1 (stereo not given)
 : -8	-6
COCC(C)NC(=O)C1CCN(S(=O)(=O)c2ccc3ccccc3c2)CC1 (stereo not given)
 : -11	1
CCN(C(=O)CSc1nnc(-c2ccccc2)n1C)C1CCS(=O)(=O)C1 (stereo not given)
 : -2	-8
CC(C)(C)[C@@H]1COC(=O)[C@H](Cc2ccc(F)cc2)CC/C=C\C[C@@H](CC(=O)NCCO)C(=O)N1
 : -4	12
CCCN1CCC(NC(=O)C2CCCCC2C(=O)O)CC1 (stereo not given)
 : 5	-5
COc1ccc(NC(=O)CN2CCCN(S(=O)(=O)c3ccc(F)cc3)CC2)c(OC)c1
 : -5	-14
COc1ccc(Cl)cc1NC(=O)CN(C1CCCCC1)S(C)(=O)=O
 : -12	18
CSCC[C@H](NC(=O)OC(C)(C)C)C(=O)N/N=C/c1c(C)[nH]c(=O)[nH]c1=O
 : 4	10
Cc1ccccc1Nc1nc(N)nc(COC(=O)CCC(=O)c2ccc(F)cc2)n1
 : 10	-4
O=C1CC(C(=O)O)S/C(=N\N=C\c2ccc(Br)cc2)N1 (stereo not given)
 : -9	-1
COc1cc(NS(=O)(=O)c2ccc(NC(=S)NC(=O)/C=C/c3ccc(OC)c(OC)c3)cc2)ncn1
 : 17	-11
Cc1cc(C(C)(C)C)oc1C(=O)O
 : 1	1
CC(=O)c1cccc(NC(=O)c2cnn3ccccc23)c1
 : 13	-2
COc1ccccc1CNc1nc(NCCOc2ccccc2Cl)c2sccc2n1
 : 0	11

Laid out differently: 4 of the compounds above.
SMILES	TAG inh	TAG inh DAPI viability
COc1ccc(NC(=O)CN2CCCN(S(=O)(=O)c3ccc(F)cc3)CC2)c(OC)c1	-5	-14
CCCN1CCC(NC(=O)C2CCCCC2C(=O)O)CC1 (stereo not given)	5	-5
Cc1cc(C(C)(C)C)oc1C(=O)O	1	1
COC(=O)c1ccc(C(=O)N2CCCCCC2(C)C(=O)NC(C)C)cc1 (stereo not given)	-8	19

More records:
Value order: TAG inh	TAG inh DAPI viability
N#Cc1nc(COc2ccccc2F)oc1NCCc1ccccc1
 : -5	-14
O=C(CNC(=O)c1ccco1)Nc1ccc(F)cc1
 : 4	-4
Cc1ccc(S(=O)(=O)N2CCOCC2)cc1NC(=O)COC(=O)CNC(=O)c1ccc(Oc2ccccc2)cc1
 : 6	-2
c1ccc(CSCc2cn3ccccc3n2)cc1
 : 2	7
COc1ccc(C2(C)NC(=O)N(Cc3cc(Cl)cc4c3OCOC4)C2=O)cc1OC (stereo not given)
 : 26	-8
COc1cccc(NC(=O)Cc2cccs2)c1
 : 6	-4
COc1ccc2[nH]c(=O)c(CNc3cccc(C)c3)cc2c1
 : 14	-6
COc1ccc(S(=O)(=O)N2CCN(C(=O)CN3C(=O)NC(C)(c4ccc5ccccc5c4)C3=O)CC2)cc1 (stereo not given)
 : 2	3
Cn1cccc1CC(=O)N/N=C/C=C/c1ccccc1
 : -11	-1
O=C(COC(=O)CCS(=O)(=O)c1ccccc1)NNC(=O)c1ccc([N+](=O)[O-])cc1
 : 2	-6
COc1ccc(CN(C)C(=O)COC(=O)c2cc([N+](=O)[O-])ccc2N2CCCC2)c(OC)c1OC
 : -19	0
CC(C)CNC(=O)CCCc1ccccc1
 : 4	-12
O=C(Nc1nc2ccccc2s1)C1CC(=O)N(c2ccccc2)C1 (stereo not given)
 : -10	5
COc1ccc(OC)c(C(C(=O)NCc2ccco2)N(C(=O)Cn2nnc3ccccc32)C(C)C)c1 (stereo not given)
 : -2	-1
CCOc1ccccc1OCC(=O)Nc1ccccc1C(=O)NC1CC1
 : -5	1
COc1coc(C(O)C[N+](=O)[O-])cc1=O (stereo not given)
 : -5	3
CC1CCN(C(=O)CCn2c(=O)oc3ccc(Cl)cc32)CC1
 : 23	-17
Cc1cc(C)n2nc(-c3sccc3-n3cccc3)cc2n1
 : -9	2
Cc1ccc(C(=O)NCC(=O)O)o1
 : 13	-7
Clc1ccc(Cn2ccc(C3CC3)n2)cc1
 : -17	-2
COc1ccc(OC)c(NC(=O)C2CC(=O)N(c3ccc(Br)cc3)C2)c1 (stereo not given)
 : -10	11
CNC(=O)CS(=O)CC(=O)Nc1cc(OCCOC)c(Cl)cc1Cl (stereo not given)
 : -1	0
CN(c1ccccc1)S(=O)(=O)c1cccc(C(=O)Nc2ccc(N3CCOCC3)cc2)c1
 : -1	-1
CCCNC(=S)NNC(=O)c1cccs1
 : -1	1
COc1cc(OC)c2c(-c3ccccc3)cc(=O)oc2c1C(CCN1CCCC1)c1ccc2c(c1)OCO2 (stereo not given)
 : 40	-17
CCc1cccc(NC(=O)C2CCCN2S(=O)(=O)c2ccccc2C(F)(F)F)c1 (stereo not given)
 : 43	-3
Cn1c(SCC(=O)N/N=C/c2cccnc2)nnc1-c1ccccc1
 : 3	-2
CS(=O)(=O)N1CCN(c2ccc(C(=O)N3CCOCC3)cc2[N+](=O)[O-])CC1
 : -5	12
C=CCN1C(=O)/C(=C\C=C2\N(C)c3ccccc3C2(C)C)SC1=S
 : -210	-30
O=C(Nc1ccc(S(=O)(=O)N2CCOCC2)cc1)C1CCN(S(=O)(=O)c2ccccc2)CC1
 : -4	1
Cc1ccn2c(=O)nc(SCC(=O)N3N=C(c4cccs4)CC3c3ccc(F)cc3)nc2c1 (stereo not given)
 : -11	1
COc1ccc(CCN(C)C(=O)CCNC(=O)c2ccc(Br)cc2)cc1OC
 : -16	7
Cc1ccc(OCC(=O)NNC(=O)CSc2ncnc3sc(C)c(C)c23)cc1
 : -14	2
CC1CN(C(=O)c2cc3cc([N+](=O)[O-])ccc3s2)CC(C)O1 (stereo not given)
 : -14	2
Cc1cc(OCc2cc(C(=O)NCc3csc(C(C)C)n3)no2)cc(C)c1Cl
 : -5	-1
COc1cc(C=NNC(=O)c2cccnc2)ccc1OC(=O)c1ccccc1F
 : -2	-4
CSc1nc(-c2ccccc2)nc2c1COC(C)(C)C2
 : -1	12
CCCCCCOc1ccc(C(=O)O)cc1C#N
 : -6	-1
CCc1ccc(C(CC(=O)c2ccc(Cl)cc2)C(=O)O)cc1 (stereo not given)
 : -15	10
CCOC(=O)C1CCN(C(=O)c2ccc(NS(=O)(=O)c3ccc(F)cc3C)cc2)CC1
 : -6	6
O=C(C[C@H]1C(=O)N(Cc2ccccc2)C[C@@H]1Cc1ccccc1)Nc1ccc(Br)cc1
 : -1	0
COc1ccc(-c2cc(C(F)(F)F)nc(N3CCN(c4ccc(F)cc4)CC3)n2)cc1OC
 : -9	18
OC(CN1C2=NCCN2c2ccccc21)c1ccc(Br)cc1 (stereo not given)
 : 9	13
Cc1cc(C)cc(Nc2cc(C)nc3ncnn23)c1
 : 5	3
O=C(Nc1c2c(nn1-c1ccc(F)cc1)CS(=O)(=O)C2)c1ccc2c(c1)OCO2
 : 17	-10
O=c1[nH]c2cc3c(cc2cc1CN(CCO)S(=O)(=O)c1ccccc1)OCCO3
 : 3	6
CC(C)c1nnc(SCC(=O)N2CCc3ccccc32)n1C
 : 11	-5
Cc1ccccc1OCCC(=O)Nc1c(C)n(C)n(-c2ccccc2)c1=O
 : 19	-8
CCn1c(SCC(=O)N2CCc3ccccc32)nnc1-c1ccncc1
 : -2	-2
CSc1nc(-c2ccccc2)nc(C(C)C)n1
 : -6	0
Cc1cc(Oc2ccc(=O)n(C)n2)nc(Oc2ccc(=O)n(C)n2)n1
 : 7	2
CCNc1nc(OC)nc(Oc2ccc(C(=O)OC)cc2)n1
 : -13	19
CN(C)c1ccc(-c2ccnc3c2CC(C)(C(=O)NCc2cccc(Cl)c2)O3)cc1 (stereo not given)
 : -7	9
Cc1c(-c2ccccc2Br)nc2ccccc2c1C(=O)O
 : 19	-8
CC(=O)NC(NC(=S)Nc1ccc(C)cc1C)C(Cl)(Cl)Cl (stereo not given)
 : -7	9
Cc1sc2ncnc(N3CCN(S(=O)(=O)c4ccc(Br)cc4)CC3)c2c1C
 : -21	-1
Cc1cc(OCC(O)CN(C)C(=O)C(C)Oc2ccccc2)ccc1Cl (stereo not given)
 : 15	-12
CCCCN1C(=O)C(=O)N(CC(=O)N2N=C3/C(=C/c4ccco4)CCCC3C2c2ccco2)C1=O (stereo not given)
 : 8	-4
Cn1cc(C(=O)c2cccc(Cl)c2Cl)cc1C#N
 : -6	-2
Cc1ccc(OCC(=O)OCC(=O)NC2CCCC2)cc1C
 : -5	-4

Additional entries follow.
Value order: TAG inh	TAG inh DAPI viability
CCc1cc2c(=O)c(-c3nc(C)cs3)coc2cc1O
 : 1	-2
COc1ccc(S(=O)(=O)N2CCCC(C(=O)N3CCN(c4ccccc4)CC3)C2)cc1Cl (stereo not given)
 : -13	7
COc1cccc(-c2cc(C(F)(F)F)nc(-n3cc(Cl)cn3)n2)c1
 : 19	6
O=C(c1ccc(Cl)cc1)N1CCCCC(Sc2nnc(-c3ccc4c(c3)OCO4)o2)C1=O (stereo not given)
 : -4	-5
CCC[C@@H](CN1CCC[C@H]1CN1C(N)=NC[C@@H]1Cc1ccccc1)N1C[C@@H]([C@H](C)CC)N(CCc2ccc(Cl)c(Cl)c2)C1=N
 : -1	20
CO/N=C/c1ccc(Oc2ccc(C)cc2)nc1
 : 10	-1
COc1ccc(/C=C/C(=O)c2nc3ccccc3n2CC(=O)c2ccc(OC)cc2)cc1
 : 35	-21
Cc1nc2c(ncn2-c2ccccc2)c(=O)n1NC(=O)CN1CCOCC1
 : 12	-6
Cc1sc2ncn(CC(=O)N3CCOCC3)c(=O)c2c1-c1ccccc1
 : 15	-19
CCOC(=O)c1ccc(NC(=O)Cn2ncc(Cl)c(Cl)c2=O)cc1
 : 55*	-16*
COc1cccc(C#Cc2c(C=O)n(C)c3ccccc23)c1
 : -1	32
C/C(=N/NC(=O)CNC(=O)c1ccccn1)c1cccc([N+](=O)[O-])c1
 : -4	-6
Cc1ccc(NC(=O)c2cccc(OCc3c(C)noc3C)c2)c(C)c1
 : 13	-9
CCOC(=O)C(C)Sc1nnc(NC(=O)c2ccc3c(c2)OCO3)s1 (stereo not given)
 : -11	-7
CCCCc1noc2c1/C(=N\O)CC(c1ccccc1)C2 (stereo not given)
 : -146	8
CC(C)CNC(=O)c1cccc(NC(=O)CSc2ccc(Cl)cc2)c1
 : -7	5
c1ccc(COc2ncnc3c2ncn3CCCNCC2CCCO2)cc1 (stereo not given)
 : 16	3
O=C(COc1ccccc1)Nc1nnc(C23CC4CC(CC(C4)C2)C3)s1
 : -3	-1
CC(=O)N1c2ccccc2C(C)(c2ccccc2)CC1(C)C (stereo not given)
 : 5	2
O=C(c1ccccc1)c1nccn1-c1ccc(Cl)nn1
 : -4	1

3 entries from above, with tabs:
Molecule	TAG inh	TAG inh DAPI viability
Cc1ccc(NC(=O)c2cccc(OCc3c(C)noc3C)c2)c(C)c1	13	-9
O=C(c1ccccc1)c1nccn1-c1ccc(Cl)nn1	-4	1
CCc1cc2c(=O)c(-c3nc(C)cs3)coc2cc1O	1	-2

The list goes on.
Value order: TAG inh	TAG inh DAPI viability
Cc1cc(NC(=O)CSc2nc3c([nH]c4ccccc43)c(=O)n2-c2ccccc2F)no1
 : 17	-12
Cc1ccccc1NC(=S)N1CCN(C(=O)c2ccco2)CC1
 : -6	9
CCOC(=O)N1CCN(C(=O)CNC(=O)c2ccc(Cl)cc2)CC1
 : 0	4
O=C(O)c1ccc(/C=N/NC(=O)c2cc3ccccc3cc2O)cc1
 : -6	-6
COc1ccc(C(=O)O)cc1S(=O)(=O)NC1CCN(Cc2ccccc2)CC1
 : -2	1
CCCNC(=O)N1CCN(S(C)(=O)=O)CC1
 : 7	-4
O=C(Nc1ccccn1)c1cc(-n2cnnc2)ccc1Cl
 : -3	3
CNC(=O)c1ccsc1NC(=O)c1ccc2c(c1)CCCC2
 : -7	16
Cc1ccc(NC(=O)CN(C)C(=O)COc2cc(F)ccc2[N+](=O)[O-])cc1
 : -1	15
Clc1cccc2c1CCN(Cc1nc(-c3cnccn3)no1)C2
 : -10	3
C=CCN(C(=O)CSc1nc2c(sc3ccccc32)c(=O)n1CCN(CC)CC)c1ccccc1
 : 21	7
Cc1cc(C)nc(S/C=C/C(=O)c2ccccc2F)n1
 : 75*	-48*
C[C@]12c3[nH]c4ccc(Cl)cc4c3CCN1C(=O)[C@@H](CC(=O)NCCC1=CCCCC1)C[C@@H]2C(=O)N1CCOCC1
 : 6	-8
CN1CCN(c2ccc(NC(=O)COc3ccccc3[N+](=O)[O-])cc2)CC1
 : -3	19
O=C(Nc1nnc([C@@H]2C[C@H](O)[C@@H](CO)O2)s1)c1cccc(C(F)(F)F)c1
 : -14	1
COc1cc(/C=C/C(=O)OCC(=O)NC(=O)NCc2ccccc2)ccc1OCC#N
 : -17	-3
O=C(NNC(=O)c1ccc(F)cc1F)c1ccc2c(c1)OCO2
 : -2	2
COc1ccccc1C(=O)COC(=O)CCN=C1NS(=O)(=O)c2ccccc21
 : -9	2
CCc1nc(N2CCN(C(C)=O)CC2)c(C#N)c2c1COC(C)(C)C2
 : 7	-1

Compound activity as filed in PubChem.
